Bioassay records deposited in PubChem by several laboratories.
BoNT A protease: inhibitors of Botulinum neurotoxin A light chain protease. AID 588499. multiplex microsphere protease substrate cleavage, flow cytometry. inhibition, % at 10 µM. 360,000 compounds, 0.17% hits; further: plate controls were buffer without enzyme for full effect and enzyme alone for no effect
CCHF vOTU inh: CCHFV vOTU protease inhibition. Pep-AMC fluorescence. inhibition, % at 11.5 µM. 370,000 compounds, 0.55% hits. AID 651958; in the data active means inhibition above about 30%; further: 0% = vehicle wells with enzyme and 100% = no enzyme wells
Y pestis TopoI: inhibitors of Yersinia pestis topoisomerase I; Y. pestis Topo-I cleavage product accumulation, plate reader; activity, % at 10 µM; 360,000 compounds, 0.064% hits; AID 504884; in the data active means activity above about 50%, passing the limit was not always enough; inconclusive means no clear call, values can overlap the other calls; further: inactives centre near 2
PfHsp40 yeast: rescue of PfHsp40-mediated yeast toxicity; S. cerevisiae expressing PfHsp40, growth rescue, ATP luminescence; growth rescue, % at 12.5 µM; 340,000 compounds, 0.68% hits; in the data active means growth rescue above about 28%, passing the limit was not always enough; inconclusive means no clear call, values can overlap the other calls;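 further: yeast W303a lacking pdr1 and pdr3 grown in galactose medium; growth measured after three days at 30 °C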
SARS 3CLpro inh: SARS-CoV 3CLpro protease inhibition. P0C6X7. recombinant SARS-CoV 3CLpro, quenched FRET peptide cleavage. inhibition, % at 6 µM. 290,000 compounds, 0.14% hits. AID 1706; in the data active means inhibition above about 12%
Vc quorum ag: induces V. cholerae light production without autoinducers; activation, % at 18.7 µM; V. cholerae BH1578 lux reporter, luminescence, 6 h; 350,000 compounds, 0.16% hits; in the data active means activation mostly above about 9.7%, no sharp cut-off; inconclusive means no clear call, values can overlap the other calls; inactive means mostly below about 3.7%; further: not every result past the cut was called active; inactives centre near 0; reference of the scale not given here
TcdB inh: blocks C. difficile toxin B glycohydrolase activity; TcdB glycohydrolase enzymatic assay, plate reader; inhibition, % at 9.99 µM; AID 652162; P18177; 350,000 compounds, 0.24% hits; in the data active means inhibition above about 10%
VHR inh abs: blocks human VHR1 dual specificity phosphatase; recombinant VHR phosphatase, pNPP absorbance; inhibition, % at 13.3 µM; 290,000 compounds, 0.52% hits; in the data active means inhibition above about 50%; further: some compounds called inactive have numbers as strong as hits
Target sequence (P51452 whole entry, looked up): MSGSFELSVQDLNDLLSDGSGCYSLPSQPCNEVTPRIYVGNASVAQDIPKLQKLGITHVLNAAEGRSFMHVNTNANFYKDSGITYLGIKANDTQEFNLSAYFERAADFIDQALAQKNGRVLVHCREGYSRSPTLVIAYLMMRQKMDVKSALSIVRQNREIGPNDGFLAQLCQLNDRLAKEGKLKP
PriA SSB inh: K. pneumoniae PriA-SSBct interaction inhibition | AlphaScreen SSBct-PriA binding, biotinylated peptide | inhibition, % at 33 µM | 430,000 compounds, 0.6% hits | AID 1272365; in the data active means inhibition mostly above about 37%, no sharp cut-off; inactive means mostly below about 20%;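 further: plate controls were negative control peptide for no effect and reference peptide for full effect; strong numbers were not always called active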
Anthrax LF prot: inhibitors of Bacillus anthracis lethal factor protease; multiplex microsphere protease cleavage assay, LF; inhibition, % at 10 µM; P15917; AID 588501; 360,000 compounds, 0.12% hits; further: plate controls were buffer without enzyme for full effect and enzyme alone for no effect
Target sequence (P15917 whole entry, looked up): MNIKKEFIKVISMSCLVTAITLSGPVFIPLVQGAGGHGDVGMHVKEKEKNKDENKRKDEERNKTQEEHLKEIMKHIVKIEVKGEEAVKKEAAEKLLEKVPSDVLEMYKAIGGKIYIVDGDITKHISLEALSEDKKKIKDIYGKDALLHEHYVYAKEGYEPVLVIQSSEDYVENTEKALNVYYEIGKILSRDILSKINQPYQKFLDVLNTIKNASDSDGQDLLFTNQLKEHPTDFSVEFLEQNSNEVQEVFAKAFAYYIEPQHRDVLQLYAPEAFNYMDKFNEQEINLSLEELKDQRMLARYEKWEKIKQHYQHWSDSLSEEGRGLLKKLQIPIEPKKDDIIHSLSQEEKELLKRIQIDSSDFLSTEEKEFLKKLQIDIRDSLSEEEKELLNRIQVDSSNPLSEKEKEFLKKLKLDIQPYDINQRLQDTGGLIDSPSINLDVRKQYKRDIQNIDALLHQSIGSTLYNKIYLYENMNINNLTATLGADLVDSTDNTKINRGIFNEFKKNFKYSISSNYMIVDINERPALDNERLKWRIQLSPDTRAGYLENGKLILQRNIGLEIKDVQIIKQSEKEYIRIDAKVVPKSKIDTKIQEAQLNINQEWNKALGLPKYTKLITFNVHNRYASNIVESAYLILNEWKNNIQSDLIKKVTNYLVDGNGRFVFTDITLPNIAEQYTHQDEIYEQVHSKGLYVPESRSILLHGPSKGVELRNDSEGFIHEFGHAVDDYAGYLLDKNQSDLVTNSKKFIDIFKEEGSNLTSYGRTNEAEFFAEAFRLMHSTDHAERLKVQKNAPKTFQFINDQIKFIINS
* = called active by the depositor; i = inactive; ? = inconclusive; nt = no result given. Unless noted, no stated cut-off is given here; in the data, active means inhibition above about 30%; inconclusive means no clear call, values can overlap the other calls; inactive means below that. An excerpt; the hit share may differ from the screen's.

SMILES	BoNT A protease	CCHF vOTU inh	Y pestis TopoI	PfHsp40 yeast	SARS 3CLpro inh	Vc quorum ag	TcdB inh	VHR inh abs	PriA SSB inh	Anthrax LF prot
OC(c1ccccc1)c1nc(-c2cncnc2)cs1 (stereo not given)	0.0	-7	0	nt	nt	-0.3	-0.3	nt	nt	-1
Cc1ccc(NCCC(=O)c2cccc([N+](=O)[O-])c2)c(C)c1	-0.8	-7	13	-0.3	-3	i	nt	11	13	-5
Cc1ccc(N2C(=O)NC(=O)/C(=C/c3cnc(-c4ccccc4)nc3)C2=O)cc1C	0.2	7	-1	1.8	1	1.2	0.8	37	-1	-2
Nc1c(C(=O)NCc2ccco2)nnn1-c1ccccc1	0.2	-10	-2	0.1	6	1.2	nt	27	-3	0
CCC(C)Sc1nc2c(c(=O)[nH]c(=O)n2C)n1Cc1ccc(Cl)cc1 (stereo not given)	0.2	7	-3	0.4	-3	-1.2	nt	-2	-1	0
C[C@@H](c1ccccc1)N1C[C@@H](COCc2ccccc2)Oc2cc(N3CCC[C@H]3C(N)=O)ccc2S1(=O)=O	0.7	-2	nt	nt	nt	nt	1.7	nt	nt	2
CN(C)c1nc(Cl)nc(NCCOc2ccccc2)n1	0.5	-8	9	-0.7	2	-0.3	0.4	-11	-5	-2
CC(=O)c1ccc(OCCCC(=O)NCC(c2ccco2)N(C)C)cc1 (stereo not given)	0.3	-3	8	1.9	-7	-0.7	nt	28	-6	-7
CS(=O)(=O)c1ccc(NC(=O)CCCc2nc3ccccc3c(=O)[nH]2)cc1	2.0	11	10	-1.5	nt	-0.7	0.1	nt	6	?
Cc1ccc(NC(=S)NC2CCN(Cc3ccccc3)CC2)cc1C	-0.5	0	-15	0.1	0	-0.3	0.7	11	9	-4

Fetched by structure from above:
SMILES	BoNT A protease	CCHF vOTU inh	Y pestis TopoI	PfHsp40 yeast	SARS 3CLpro inh	Vc quorum ag	TcdB inh	VHR inh abs	PriA SSB inh	Anthrax LF prot
Cc1ccc(N2C(=O)NC(=O)/C(=C/c3cnc(-c4ccccc4)nc3)C2=O)cc1C	0.2	7	-1	1.8	1	1.2	0.8	37	-1	-2
CN(C)c1nc(Cl)nc(NCCOc2ccccc2)n1	0.5	-8	9	-0.7	2	-0.3	0.4	-11	-5	-2

(listing goes on)
SMILES	BoNT A protease	CCHF vOTU inh	Y pestis TopoI	PfHsp40 yeast	SARS 3CLpro inh	Vc quorum ag	TcdB inh	VHR inh abs	PriA SSB inh	Anthrax LF prot
O=C(CCc1ccc(F)c(F)c1)NC1CCCN(Cc2ccc(Cl)cc2)C1 (stereo not given)	-1.9	-7	2	0.3	2	-1.5	-1.6	-4	-10	4
COc1cc(-c2ccc(NC(C)=O)c(OC)c2)ccc1NC(C)=O	-3.2	-3	3	-0.9	2	-0.2	0.2	-10	-7	5
O=C(CSc1ccc(-c2ccco2)nn1)NCc1ccc(Cl)cc1	-0.1	-7	11	-1.0	-1	-0.4	nt	46	-2	-5
COc1ccc(CN(CC(=O)NC2CCCC2)C(=O)CCC(=O)Nc2cc(C)on2)cc1	0.6	2	-6	0.2	4	5.6	nt	8	-15	-5
CCOC(=O)c1c(C=O)c(C)n(Cc2ccccc2)c1C	0.8	-3	9	1.0	0	i	nt	-23	-10	-1
N#C/C(=C/c1ccc(N2CCCC2)c([N+](=O)[O-])c1)c1nc2ccccc2[nH]1	0.0	1	-7	-0.2	2	nt	nt	0	6	-6
O=C(CC(=O)NN=C1CCCCCC1)NCc1cccnc1	-1.1	14	-1	-0.4	4	nt	-1.8	15	5	1
Cc1nnc(NC(=O)C2CCCO2)s1 (stereo not given)	-1.4	7	-3	-1.4	1	i	nt	0	-5	2
O=C(CSCc1ccc(Br)cc1)NCc1ccccn1	-0.1	-4	-7	0.2	-3	-0.3	-0.6	17	-6	-2
COc1ccc(S(=O)(=O)Cc2ccc(C(=O)NCCCN3CCc4ccccc4C3)o2)cc1	-0.2	14	16	-0.6	-3	-0.6	0.1	38	-6	-4
O=C(NCCCO)/C(=C\c1ccco1)NC(=O)c1ccco1	-3.3	9	-3	-1.1	0	0.0	-0.5	5	10	15
Cc1cccc(NC(=O)CCC(=O)N/N=C/c2cc([N+](=O)[O-])ccc2O)c1	-1.5	-17	3	-0.1	5	0.6	nt	8	nt	-1
CC(NC(=O)c1ccc2ccccc2n1)c1ccc(S(N)(=O)=O)cc1 (stereo not given)	0.1	-3	-3	-1.2	3	-0.5	-0.4	13	-13	-11
CCOC(=O)c1sc(NC(=O)CSc2nc(-c3ccco3)cc(C(F)(F)F)n2)c(C(=O)OCC)c1C	-0.8	-9	6	0.0	nt	i	1.2	nt	5	-4
COc1cccc(NC(=S)N2CCN(S(=O)(=O)c3ccc(F)cc3)CC2)c1	0.3	2	6	-0.4	-1	-0.7	0.8	4	-2	-2
CC(CN1CCCCC1)OC(=O)COc1ccc(Cl)cc1 (stereo not given)	-3.7	-1	-1	-0.4	2	-0.4	1.0	12	-3	5
CCn1ncc(NC(=S)Nc2ccc3c(c2)OCO3)c1C(N)=O	0.4	11	5	1.3	-4	-1.8	0.6	16	-11	-4
COc1ccc(N=CC2=C(O)CCCC2=O)cc1	-0.3	-5	-3	1.3	0	nt	-0.5	-4	-7	-6
COc1ccc2c(c1)CCCN2S(=O)(=O)c1ccc(Cl)cc1	1.0	-1	-1	1.3	3	-0.4	2.1	41	-55	37*
O=[N+]([O-])c1cc(-c2csc(NCCc3nc4cc(Cl)c(Cl)cc4n3CCCO)n2)ccc1Cl	-0.1	10	-19	0.7	nt	0.8	0.4	nt	12	4
O=C(O)CC/C(=N\Nc1ccc([N+](=O)[O-])cc1)c1ccccc1	-0.2	14	2	1.1	4	i	-1.0	-2	nt	-4
Cc1nn(Cc2noc(C(=O)NCCCn3ccnc3)n2)c(C)c1Br	1.5	-6	4	-3.0	-2	-4.0	1.0	12	0	-5
COc1ccc(Cc2nnc(Cl)c3ccccc23)cc1OC	1.5	2	-3	-0.3	-3	0.9	0.8	44	1	1
Cn1cc(Cl)c(-c2n[nH]c(=S)n2-c2ccccc2)n1	-0.3	-5	-3	-2.3	-1	-0.3	nt	24	-10	-2
CCCN(CC(=O)Nc1ccccc1C)C(=O)c1ccc(-c2ccccc2)cc1	0.0	5	43	7.8	5	-0.2	-2.2	14	-14	-1
COc1ccccc1C(=O)N1CCN(Cc2nc3cc([N+](=O)[O-])ccc3n2C)CC1	0.2	-11	-5	0.6	5	0.3	0.9	9	-2	-1
CCOC(=O)c1c(SC)nc(SC)c2c1CCC2	-0.3	2	-3	2.0	-3	-1.0	nt	-2	0	-10
CCN(Cc1cc(=O)n2cc(Cl)c(C)c(Cl)c2n1)Cc1nc2ccccc2c(=O)[nH]1	0.5	6	22	-0.9	5	i	0.1	26	-4	-6
CC(C)[C@H]1CC2C3CC=C4C[C@@H](O)CC[C@]4(C)C3CC[C@]2(C)[C@H]1O (stereo not given in full)	-0.2	14	4	nt	nt	-0.1	-0.2	nt	-9	-3
Cc1ccccc1Nc1nc(N)nc(COC(=O)CC2CC3CCC2C3)n1 (stereo not given)	-0.5	7	1	1.5	3	i	nt	-18	15	0
O=C(CN1C(=O)C2CC=CCC2C1=O)Nc1ccc(F)cc1F (stereo not given)	-0.1	8	4	0.6	nt	i	1.1	nt	5	-10
COc1ccc(OC)c(C(=O)CSc2nc3c(c(=O)n(C)c(=O)n3C)n2C(C)C)c1	-0.1	-9	1	-0.2	-2	-4.8	nt	18	2	-2
OCCCc1n[nH]c(=S)n1-c1ccccc1	-1.7	4	2	2.4	6	-0.4	0.8	6	-1	-4
CN1CCN(C(=O)Nc2ccc([N+](=O)[O-])cc2)CC1	0.2	8	-13	0.5	-1	-0.4	1.4	-1	-2	-5
Cc1nc(N2CCOCC2)c2cc(-c3ccccc3)sc2n1	-1.0	-3	14	0.9	-1	nt	nt	21	-5	-1
Cc1nn(C)c(C(=O)N/N=C/c2cccnc2)c1Br	-3.1	3	-8	2.0	1	-0.7	-1.3	43	nt	-1
CC(C)c1ccc(/C=C2\NC(=O)NC2=O)cc1	-0.5	-7	5	0.4	0	-0.4	0.4	-16	4	0
COc1cc(C(=O)NCCNc2nc3cc(C)ccc3cc2C#N)cc(OC)c1OC	2.8	-25	-9	-0.3	2	-0.6	0.7	-23	-13	13
O=C(NC(=S)Nc1ccc(N2CCCCC2)c(Cl)c1)c1cccs1	-4.0	2	3	8.9	8	-0.1	nt	nt	-6	-7
C=CCSc1nnc2n(-c3ccccc3OC)c(=O)c3c4c(sc3n12)CCC4	nt	-3	nt	nt	-5	nt	nt	-12	9	nt
O=C(NCc1ccccc1)NC1CCS(=O)(=O)C1 (stereo not given)	0.1	-7	0	-0.3	-3	0.4	1.5	22	-9	0
CCCCC(CC)CNCC(O)c1ccccc1 (stereo not given)	-0.1	-2	7	-0.8	-2	-0.3	-0.1	5	4	-4
O=C(N/N=C/c1coc2ccccc2c1=O)c1ccccc1Br	0.3	-2	0	1.1	-5	0.1	nt	-14	nt	6
O=C(c1ccc(Cl)c([N+](=O)[O-])c1)N(c1ccccn1)c1ccccn1	0.2	0	0	0.2	-2	-0.2	1.1	-7	0	-7
COc1ccc(OC)c(/C=N/n2c(C)nc3ccccc3c2=O)c1	nt	-11	2	nt	nt	i	1.0	nt	nt	nt
Cc1cnc(NC(=O)CSc2nnc3ncccn23)s1	-1.6	5	3	-0.8	-3	-0.2	1.0	16	-1	2
O=C(COC(=O)c1ccc2c(c1)OCCO2)NCCc1ccc(F)cc1	-0.5	-8	-6	-1.2	nt	-0.4	-0.7	nt	-12	0
Cc1nn(C)c(C)c1NC(=O)C12CC3CC(CC(C3)C1)C2	-0.1	10	3	-0.1	2	1.7	nt	1	-7	-2
COc1ccc(-c2cc(C3CC3)nc3sc(C#N)c(N)c23)cc1	0.8	-12	16	0.5	-1	-2.8	nt	6	-80	-3
CS(=O)(=O)c1nc(S(=O)(=O)c2ccc(Cl)cc2)c(NCc2ccccn2)s1	-2.7	0	9	-0.5	0	-0.2	1.2	28	-1	11

Next compounds.
SMILES	BoNT A protease	CCHF vOTU inh	Y pestis TopoI	PfHsp40 yeast	SARS 3CLpro inh	Vc quorum ag	TcdB inh	VHR inh abs	PriA SSB inh	Anthrax LF prot
COc1cc(OC)c(C=O)c(OC(=O)N(C)C)c1	0.6	4	1	0.6	2	-0.2	3.3	21	-14	-3
O=C(O)/C=C\C(=O)Nc1ccc(N2CCN(c3cccc(Cl)c3)CC2)cc1	0.3	13	7	-0.4	-1	-0.4	0.1	57*	5	-6
COc1cc(NC(=O)Cn2cnc3ccccc3c2=O)c(OC)cc1Cl	-0.3	-6	-6	0.1	2	-0.3	0.1	32	-11	0
Cc1c(C(=O)N2CCN(C(=O)c3ccco3)CC2)oc2c(Cl)cccc12	0.9	-4	35	1.8	nt	i	1.9	nt	-8	-5
Cc1ccc(Cn2c(=O)sc3ccccc3c2=O)cc1	-1.3	-8	5	0.7	1	i	nt	-4	-38	-3
COC(=O)c1ccc(S(=O)(=O)N2CCC(C(N)=O)CC2)n1C	nt	0	0	0.9	2	i	-0.3	12	-10	nt
Cc1nnc(NC(=O)CN2CCN(Cc3ccccc3Cl)CC2)s1	-4.9	4	-6	-2.4	0	i	-0.3	16	-14	1
Cc1cccc(C(=O)NNC(=O)CSc2nnc(C(C)C)n2C)c1	0.8	-1	4	0.0	6	-2.6	0.1	16	-2	11
CCc1nc2c(OCc3ccc(F)c(F)c3)cccn2c1N(C)C(=O)c1cccs1	-0.3	18	27	nt	nt	0.1	1.0	nt	nt	-3
O=C(O)c1ccccc1SCCS(=O)(=O)c1ccc(Cl)cc1Cl	-2.6	nt	2	-0.7	6	i	0.7	3	0	1
C=C(CCO)C1=CCN(S(=O)(=O)C(C)(C)C)[C@H]1CCO	-0.1	4	-1	-0.5	nt	-1.9	0.1	nt	-10	1
COc1ccccc1OCC(=O)Nc1ccccc1C(=O)NCc1cccnc1	-1.6	4	0	-0.8	0	i	0.1	14	-15	-4
Cc1ccccc1NC(=O)Cn1c(=O)oc2ccccc21	nt	5	2	-1.5	-3	i	-0.1	46	-8	nt
